GRIN3A LBD mod = binders of NR3A ligand-binding domain, primary screen, biophysical, differential scanning fluorimetry, uHTS; NR3A LBD differential scanning fluorimetry, Tm shift; 0% = protein alone, 100% = glycine-bound protein; Tm shift relative to glycine control, % at 25 µM; AID 1259313, 2017; Glutamate receptor ionotropic, NMDA 3A (GRIN3A) ligand-binding domain; hit rate 2.5% among 340,000;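 active = melting temperature shift of at least 10% of the positive control shift, at one fixed dose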
UPR XBP1 act = activators of adaptive XBP1 UPR arm, primary screen, cell-based, CHO-XBP1 luciferase reporter, luminescence, uHTS; IRE1-XBP1 UPR activation; percent of tunicamycin response, DMSO as zero; hit rate 0.33% among 330,000; activation, % at 20 µM;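 active = versus positive control, 20 µM dose yields 30% or more activation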;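 also: 100% = tunicamycin at 10 µg/mL and 0% = DMSO only wells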
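Material: CHO-XBP1 cells stably carrying IRE1-XBP1-driven luciferase reporter / Amount: 1000 cells per well / Compound: 20 µM, 1% DMSO / Times: 6 h treatment, 37 °C / Detection: luciferase luminescence / Measure: % activation of reporter signal versus tunicamycin and DMSO controls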
TIM10 inh = growth inhibitors of isogenic TIM10 control yeast, primary screen, counter-screen for tim10-1 yeast inhibitor project, luminescence, uHTS; S. cerevisiae TIM10 strain growth, BacTiter-Glo luminescence, 24 h; inhibition, % at 10 µM; hit rate 1.4% among 330,000; AID 463195, 2010;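 active = inhibition of 40% or more at the single tested concentration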;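 also: wild-type TIM10 isogenic control strain grown at permissive 25 °C; 0% = DMSO yeast wells and 100% = minimal medium wells without yeast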
tim10-1 inh = growth inhibitors of tim10-1 mutant yeast, primary screen, luminescence, uHTS; S. cerevisiae tim10-1 ts strain growth, BacTiter-Glo, 24 h; inhibition, % at 20 µM; hit rate 2.2% among 330,000; AID 463190, 2010;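 active = inhibition of at least 40%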;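 also: mutant grown at 25 °C; 0% = DMSO wells with yeast and 100% = wells holding no yeast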
tim23-1 inh = growth inhibitors of tim23-1 mutant yeast, primary screen, luminescence, uHTS. S. cerevisiae tim23-1 growth, BacTiter-Glo luminescence, 24 h. inhibition, % at 20 µM. hit rate 1.3% among 330,000;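 active = growth inhibition of the mutant yeast at or above 50%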;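 also: temperature-sensitive mutant grown at 25 °C; plate controls were DMSO-treated mutant yeast for no effect and medium wells lacking yeast for full effect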
NLRP3 yeast inh = NALP3 inflammasome inhibitors in reconstituted yeast, primary screen, luminescence, uHTS; AID 2825, 2010; hit rate 0.39% among 330,000; inhibition, % at 10 µM; Yeast reconstituted NLRP3/ASC/caspase-1, beta-gal luminescence, 24 h;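 active = inhibition of 50% or more; inactive = inhibition below 50%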;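 also: plate controls were induced DMSO wells for no effect and uninduced yeast grown without galactose for full effect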
UPR CHOP act = activators of apoptotic CHOP UPR arm, primary screen, cell-based, CHO-CHOP luciferase reporter, luminescence, uHTS; UPR activation; percent of tunicamycin response over DMSO baseline; hit rate 0.34% among 330,000; activation, % at 10 µM;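 active = at 10 µM dose, activation of 40% or more, normalized to positive control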;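 also: 100% = tunicamycin at 10 µg/mL and 0% = DMSO alone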
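Assay system: CHO-CHOP cells, stable luciferase reporter of PERK-eIF2a-CHOP signalling / Buffer or medium: F12 plus 10% serum / Compound dosing: one dose, 10 µM in 0.5% DMSO / Times: 6 h compound treatment, 37 °C / Technique: luciferase luminescence / Read-out: % reporter activation, DMSO baseline versus tunicamycin full activation / Benchmarks: tunicamycin and DMSO controls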
Mdm2-MdmX inh = inhibitors of human Mdm2-MdmX association, primary screen, cell-based, luminescence, split luciferase, SaOS-2, uHTS. Protein Mdm4 (Homo sapiens) + E3 ubiquitin-protein ligase Mdm2 (Homo sapiens), …. AID 485346, 2010. inhibition, % at 8 µM. hit rate 3% among 330,000. SaOS-2 split-luciferase Mdm2/MdmX complementation;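 active = inhibition of at least 50% at 8 µM in the primary screen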
Target sequence (O15151 whole entry, looked up): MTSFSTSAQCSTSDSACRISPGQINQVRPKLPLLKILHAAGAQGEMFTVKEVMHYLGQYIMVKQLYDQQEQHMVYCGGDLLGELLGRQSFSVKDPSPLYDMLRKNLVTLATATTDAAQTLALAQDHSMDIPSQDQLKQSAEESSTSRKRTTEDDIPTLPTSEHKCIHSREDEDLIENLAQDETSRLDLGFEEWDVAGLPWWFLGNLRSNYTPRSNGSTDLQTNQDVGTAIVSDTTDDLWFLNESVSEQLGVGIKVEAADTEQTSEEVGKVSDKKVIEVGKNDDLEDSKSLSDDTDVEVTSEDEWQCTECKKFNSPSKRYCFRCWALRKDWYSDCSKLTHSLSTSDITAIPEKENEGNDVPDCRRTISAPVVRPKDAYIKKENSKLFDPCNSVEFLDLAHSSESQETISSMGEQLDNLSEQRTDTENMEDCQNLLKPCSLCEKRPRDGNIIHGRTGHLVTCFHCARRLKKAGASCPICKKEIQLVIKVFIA
Target sequence (Q00987 whole entry, looked up): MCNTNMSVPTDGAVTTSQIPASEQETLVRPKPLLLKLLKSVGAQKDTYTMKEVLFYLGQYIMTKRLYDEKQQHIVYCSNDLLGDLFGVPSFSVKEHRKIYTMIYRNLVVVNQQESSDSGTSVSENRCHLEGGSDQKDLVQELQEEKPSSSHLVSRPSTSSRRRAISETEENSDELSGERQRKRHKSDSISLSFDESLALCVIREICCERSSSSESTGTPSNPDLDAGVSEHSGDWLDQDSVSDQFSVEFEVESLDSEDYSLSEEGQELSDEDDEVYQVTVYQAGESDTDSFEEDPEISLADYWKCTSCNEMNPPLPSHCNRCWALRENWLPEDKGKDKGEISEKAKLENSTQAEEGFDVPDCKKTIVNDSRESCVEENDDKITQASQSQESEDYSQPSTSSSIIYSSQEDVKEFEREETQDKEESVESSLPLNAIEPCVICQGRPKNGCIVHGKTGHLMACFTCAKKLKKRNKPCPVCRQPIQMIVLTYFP
APJ ag = agonists of human apelin receptor APJ, primary screen, CHO-K1 cells, PathHunter beta-arrestin, luminescence | P35414 | 0% DMSO wells, 100% apelin | activation, % at 20 µM | hit rate 0.11% among 330,000;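 active = activation more than six SD over the plate average, tested at 20 µM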;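 also: 0% = DMSO alone and 100% = apelin-13 at 10 nM; some results filed as inactive read as strong as hits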
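assay system = CHO-K1 APJ beta-arrestin complementation cell line | input = cell density 1000 per well | dosing = compound 20 µM once, DMSO 1% | timing = compound 90 min 25 °C, reagent 1 h | measured by = luminescence from split beta-galactosidase complementation, Galacton Star/Emerald II substrate | read-out basis = APJ agonist activity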
The depositor's hits bear a star.

SMILES	GRIN3A LBD mod	UPR XBP1 act	TIM10 inh	tim10-1 inh	tim23-1 inh	NLRP3 yeast inh	UPR CHOP act	Mdm2-MdmX inh	APJ ag
COC(=O)c1nnn(CC(=O)NC(=O)Nc2ccc(F)cc2)c1C(=O)OC	6.0	-1.4	4.9	9.4	3.8	11.4	2.6	-8.2	-3.0
COc1cc(OC)c(C(=O)N/N=C/c2ccoc2)cc1OC	1.5	-5.0	6.6	13.2	11.2	17.1	1.2	6.8	-1.6
O=C(Nc1cc(C(F)(F)F)ccc1N1CCOCC1)c1ccccc1	2.9	-0.2	2.1	26.9	20.8	11.4	0.2	14.3	-5.1
CC(C)Oc1ccc(C2NC(=O)c3ccccc3O2)cc1 (centres undefined)	1.9	-4.7	-0.8	19.8	26.0	47.6	5.4	2.4	-2.1
O=C(O)/C=C/C(=O)NC1CCC(CC2CCC(NC(=O)/C=C/C(=O)O)CC2)CC1 (centres undefined)	-0.5	-0.1	0.9	14.2	12.7	3.0	0.1	-1.4	-3.4
CC1CCN(S(=O)(=O)N2CCC(C(=O)O)CC2)CC1	-0.2	-0.1	-20.0	3.6	1.3	7.3	-2.3	4.8	-0.6
CC(C)CC(=O)Nc1ccc(C(=O)Nc2cccc(O)c2)cc1	4.9	2.9	-7.3	-16.4	-0.2	-0.1	2.3	-24.0	-0.6
O=c1[nH]c2ccc(S(=O)(=O)N3CCN(Cc4ccccc4)CC3)cc2[nH]c1=O	11.1*	1.7	-5.9	9.3	0.1	17.3	0.3	6.7	1.6
COc1cc(NC(=O)CSc2ncnc3sc4c(c23)CCCC4)c(C(=O)O)cc1OC	-5.7	7.4	13.2	1.3	8.4	-21.9	-2.3	-4.0	-2.4
COc1ccc(OC)c(N2C(=NC(=O)C3CCCCC3)SC3CS(=O)(=O)CC32)c1 (centres undefined)	-1.4	-4.2	3.7	1.7	-7.2	-1.0	0.7	-8.6	-4.0
CN(CC(=O)Nc1cccc(Cl)c1)C1=NS(=O)(=O)c2ccccc21	-1.7	-1.3	-5.5	-4.0	-8.8	11.5	-0.7	10.6	-4.8
CCOc1ccc(-n2c(N)c(C(=O)NCc3ccco3)sc2=S)cc1	0.4	-1.4	10.5	29.9	7.0	-6.7	-1.8	20.0	-0.3
CC(=O)N1CCN(C(=O)CSc2ncnc3sc(C)c(C)c23)CC1	1.9	-4.2	9.4	1.4	7.0	-2.7	-2.1	18.9	-0.5
COc1ccc2ccc(Oc3ncccn3)cc2c1	-1.4	-1.4	-7.2	23.8	10.8	10.4	1.2	19.0	4.1
CC1(C)C2C(Cl)(Cl)C2(C)c2ccccc2N1C=O (centres undefined)	-0.2	-1.0	23.4	18.8	15.2	-4.2	0.3	-7.1	0.7
CCc1ccc(CN(C)C(=O)CCc2nnc(-c3ccc(-c4ccccc4)cc3)o2)nc1	-1.7	4.2	3.0	8.0	33.5	15.7	-1.6	10.1	-3.9
CCOC(=O)C1(CCOc2ccccc2)CCN(Cc2ccc(C)o2)CC1	-0.6	-3.7	-2.8	22.7	13.3	47.6	0.2	-6.5	-3.4
O=[N+]([O-])c1ccc(Cl)c(S(=O)(=O)NCCc2ccccn2)c1	-0.8	-2.5	0.7	-1.8	7.3	16.3	-0.8	1.2	4.8
O=C(Cn1c(NCCCO)nc2ccccc21)c1ccc(Cl)cc1	-1.3	2.1	0.9	-5.4	-1.1	11.1	0.9	18.1	-1.8
O=C(O)c1ccc(NC(=O)c2cccs2)cc1	-1.4	-1.8	11.4	3.5	9.9	7.3	-1.2	5.8	-0.9
CCOC(=O)[C@H]1[C@H]2COc3ccc(Br)cc3[C@@H]2N2C(=O)c3c(C)cc(C)cc3NC(=O)[C@@]12C	0.6	-1.3	7.9	13.4	32.8	6.4	0.9	29.0	-3.1
COc1ccc(CNC(=O)NC2CCCCC2)cc1	0.8	-0.8	2.5	-6.9	11.0	26.4	2.2	0.2	0.8
Cc1cc[n+](CC2OCc3ccccc3CO2)cc1	-0.1	-0.1	0.7	-1.2	-12.1	15.2	0.1	-14.5	-4.3
O=C(CS(=O)(=O)c1cn(CC(=O)N2CCOCC2)c2ccccc12)NCc1ccccc1	-1.1	-2.7	-3.6	-22.4	-10.2	3.2	1.8	21.0	0.7
O=C(c1ccc2ccccc2c1)N1CCCC1	0.1	-6.2	-10.2	-0.8	0.0	14.0	-0.5	2.9	-1.4

Structural class: those above with a furan ring, fused or not.
SMILES	GRIN3A LBD mod	UPR XBP1 act	TIM10 inh	tim10-1 inh	tim23-1 inh	NLRP3 yeast inh	UPR CHOP act	Mdm2-MdmX inh	APJ ag
COc1cc(OC)c(C(=O)N/N=C/c2ccoc2)cc1OC	1.5	-5.0	6.6	13.2	11.2	17.1	1.2	6.8	-1.6
CCOc1ccc(-n2c(N)c(C(=O)NCc3ccco3)sc2=S)cc1	0.4	-1.4	10.5	29.9	7.0	-6.7	-1.8	20.0	-0.3
CCOC(=O)C1(CCOc2ccccc2)CCN(Cc2ccc(C)o2)CC1	-0.6	-3.7	-2.8	22.7	13.3	47.6	0.2	-6.5	-3.4

Individual results from the entries so far:
tim10-1 inh with `COc1cc(OC)c(C(=O)N/N=C/c2ccoc2)cc1OC` stands at 13.2
GRIN3A LBD mod with `O=[N+]([O-])c1ccc(Cl)c(S(=O)(=O)NCCc2ccccn2)c1` stands at -0.8

Further entries follow:
SMILES	GRIN3A LBD mod	UPR XBP1 act	TIM10 inh	tim10-1 inh	tim23-1 inh	NLRP3 yeast inh	UPR CHOP act	Mdm2-MdmX inh	APJ ag
O=C(NC12CC3CC(CC(C3)C1)C2)c1cccc([N+](=O)[O-])c1	-0.9	-3.1	3.5	26.6	32.1	21.9	0.5	-21.8	-2.1
O=C(OCC(=O)N1CCCC1=O)c1cc2ccccc2o1	1.4	2.2	1.8	-0.9	8.3	12.2	-0.5	-27.6	15.9*
Cc1ccc(S(=O)(=O)N2CN(CC3CCCO3)c3nc4ccccc4nc32)c(C)c1 (centres undefined)	3.0	-3.3	14.5	12.8	24.6	13.2	-0.8	15.2	-1.1
O=C(CN1C(=O)/C(=C/c2ccccc2)SC1=S)NC1CCS(=O)(=O)C1 (centres undefined)	0.9	2.5	2.9	4.0	-2.0	9.7	0.6	-7.5	-2.2
COC(=O)c1ccc(NC(=S)NCCc2ccc(OC)cc2)cc1	9.9	-5.5	-17.4	-19.6	-11.7	21.2	0.4	11.3	-1.9
O=C(NNC(=S)Nc1ccc(F)c(Cl)c1)C1CC1	1.9	1.0	6.8	14.1	4.5	16.9	0.1	26.2	-4.1
Cc1c(C(=O)NCCCc2ccccc2)cccc1[N+](=O)[O-]	-1.0	-1.6	4.5	1.7	10.2	3.9	2.4	11.6	0.3
Nc1nc(Oc2ccc(F)cc2)c(Br)c(=O)[nH]1	3.4	-3.2	5.0	5.8	8.2	17.7	2.0	-2.0	-0.1
Cc1ccc(C)c2[nH]c(=O)c(CN(CC3CCCO3)C(=S)NCc3ccco3)cc12 (centres undefined)	0.7	-3.0	33.5	24.4	18.5	-4.1	3.7	19.3	-4.1
O=C(Cc1ccc(Cl)cc1)Nc1ccc(N2CCCC2)cc1	-5.3	-1.2	-33.3	-9.0	8.8	18.4	-4.1	14.6	0.4
CC1CCC(NC(=O)CN(C)S(=O)(=O)c2cnc[nH]2)CC1 (centres undefined)	4.0	-2.0	21.0	12.4	1.7	7.9	0.1	20.6	-3.4
O=C(CCc1ccccc1)Nc1ccnn1C1CCN(Cc2ccc(OCCO)cc2)CC1	0.5	-6.2	-7.5	-11.0	-1.8	3.4	-2.4	17.8	-3.7
COc1ccc(N2C(=O)CC(Sc3n[nH]c(-c4cccc(C)c4)n3)C2=O)cc1 (centres undefined)	-1.3	-0.2	20.8	36.3	14.6	15.0	1.6	16.6	-1.5
COc1ccc([C@@H]2C[C@H]3CN(c4ccccc4)C(=O)[C@]34CCCN24)c(OC)c1OC	0.2	-3.2	-7.2	0.5	2.7	-6.5	-0.3	15.7	-4.8
COc1cccc(-n2cn[nH]c2=S)c1	0.3	0.0	-6.1	4.1	-0.7	23.4	0.3	3.3	-2.0
CCS(=O)(=O)c1nc(S(=O)(=O)c2ccc(Cl)cc2)c(NCc2ccco2)s1	0.1	-4.0	1.9	-11.3	6.4	5.8	1.3	-22.8	-3.4
Cn1cc(CC(=O)NCc2ccc(F)cc2)c2ccccc21	-0.5	-2.9	-18.2	23.5	10.7	12.7	-0.8	4.6	-2.5
CSc1nc(C)c2c(n1)N(c1cccc(C)c1)CC2	3.0	-0.9	34.8	31.7	28.9	20.2	0.5	23.2	-5.5
CSc1nnc(-c2ccc(O)cc2)n1C	-0.8	2.6	1.5	6.4	25.0	-15.0	-0.1	-8.0	-2.1
CCOC(=O)N1CCN(CCC(=O)Nc2ccc(OC)cc2)CC1	0.0	-3.1	-12.3	-2.5	7.0	28.7	1.0	-27.9	4.3
Cc1nn(CC(=O)Nc2ccccn2)c(C)c1[N+](=O)[O-]	-4.7	-0.5	-5.2	-4.2	-6.5	-13.1	-1.1	-8.3	-4.3
Cn1ccsc1=NC(=O)c1ccc(CS(C)(=O)=O)cc1	-0.1	1.1	-11.7	4.2	8.7	25.9	3.3	18.3	-1.3
Oc1cc2c(cc1O)CN(C(=S)NCCc1ccc(Cl)cc1)CCC2	-8.2	1.5	13.9	8.1	8.3	9.3	58.3*	38.0	7.1
Cc1ccc([N+](=O)[O-])cc1N=C(c1ccc([N+](=O)[O-])cc1)N1CCOCC1	-0.1	-0.8	16.2	4.2	4.3	0.1	1.5	-5.9	-1.8

Just tim23-1 inh, APJ ag and Mdm2-MdmX inh, for some of the entries so far:
Molecule | tim23-1 inh | APJ ag | Mdm2-MdmX inh
O=C(CCc1ccccc1)Nc1ccnn1C1CCN(Cc2ccc(OCCO)cc2)CC1 | -1.8 | -3.7 | 17.8
COc1ccc(N2C(=O)CC(Sc3n[nH]c(-c4cccc(C)c4)n3)C2=O)cc1 (centres undefined) | 14.6 | -1.5 | 16.6
COc1ccc([C@@H]2C[C@H]3CN(c4ccccc4)C(=O)[C@]34CCCN24)c(OC)c1OC | 2.7 | -4.8 | 15.7
COc1cccc(-n2cn[nH]c2=S)c1 | -0.7 | -2.0 | 3.3
